Screening data: PubChem BioAssay, several laboratories
HePTP inhibitor = blocks human HePTP tyrosine phosphatase; recombinant HePTP phosphatase activity, OD absorbance; inhibition, % at 20 µM; 0.64% of 110,000 active; AID 521; in the data active means inhibition above about 50%;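 further: plate controls were vehicle for no effect and reference inhibitor for full effect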
BAP1 block = blocks human BAP1 ubiquitin-AMC hydrolysis; Q92560; activity remaining (% of control), % at 20 µM; recombinant BAP1, Ub-AMC hydrolysis fluorescence kinetic; hits give low values; AID 436; 0.48% of 72,000 active;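 active means activity remaining at or below 50% of control, provided the compound also passes the data quality filters; inactive means the rest, including low values that fail the filters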;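 further: 100% = DMSO wells rate and 0% = substrate alone blank rate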
Target sequence (Q92560 whole entry, looked up): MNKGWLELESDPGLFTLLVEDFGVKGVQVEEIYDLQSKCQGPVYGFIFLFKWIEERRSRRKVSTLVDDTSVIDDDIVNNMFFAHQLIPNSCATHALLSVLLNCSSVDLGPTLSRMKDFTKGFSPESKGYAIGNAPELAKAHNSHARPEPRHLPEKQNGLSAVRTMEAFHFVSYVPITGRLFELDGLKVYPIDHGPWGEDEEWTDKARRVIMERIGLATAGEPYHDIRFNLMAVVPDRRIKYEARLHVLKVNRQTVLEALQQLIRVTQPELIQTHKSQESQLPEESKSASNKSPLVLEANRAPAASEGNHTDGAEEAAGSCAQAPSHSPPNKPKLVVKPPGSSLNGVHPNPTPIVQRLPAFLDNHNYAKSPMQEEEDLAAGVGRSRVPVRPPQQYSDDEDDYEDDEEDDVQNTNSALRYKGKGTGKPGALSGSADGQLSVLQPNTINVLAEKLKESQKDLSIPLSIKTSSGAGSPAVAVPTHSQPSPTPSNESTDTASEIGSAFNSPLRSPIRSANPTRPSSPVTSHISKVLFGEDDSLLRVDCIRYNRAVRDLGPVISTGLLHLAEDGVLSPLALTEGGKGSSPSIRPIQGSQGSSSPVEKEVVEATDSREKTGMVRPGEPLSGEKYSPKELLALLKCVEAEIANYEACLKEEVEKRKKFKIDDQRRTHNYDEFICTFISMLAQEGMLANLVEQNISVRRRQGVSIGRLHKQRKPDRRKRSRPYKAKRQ
* = called active by the depositor; nt = not tested or not shown; & = joins results of further samples.

HePTP inhibitor	BAP1 block	structure
-22	nt	CCSCCOC(=O)C1=C(C)NC(=O)NC1c1cc(OC)c(OC)c(OC)c1 (stereo not drawn)
0	nt	CC(=O)n1cc(/C=C2\Sc3ccccc3C2=O)c(-c2ccccc2)n1
4	96	Cc1cccc(CN2CCN(CC(=O)NCc3ccc(F)cc3)C2=O)c1
10	161	COc1ccccc1NC(=O)CN1C(=O)NC(C)(C)C1=O
-5	nt	COc1cc(/C=C(\C#N)c2nn(CCO)c(N)c2C#N)ccc1OCc1ccc(Cl)cc1Cl
4	105	CN1CCN(c2nc3c(c(=O)n(C)c(=O)n3C)n2CC(N)=O)CC1
-5	nt	Cc1c(C(=O)N2CCC(C)CC2)cccc1[N+](=O)[O-]
-4	nt	Nc1ccc(S(=O)(=O)Nc2cccc3cccnc23)cc1
9	79	CC12CCC(C(=O)N(CCC#N)CCC#N)(CC1=O)C2(C)C (stereo not drawn)
0	77	COC(=O)c1ccc(CSc2ncnc3c2nnn3-c2ccc(OC)cc2)o1
3	nt	Cc1cccc(OCCOc2ccc(Cl)cc2/C=C2/SC(=S)N(C)C2=O)c1
0	nt	C=CCN1C(=O)/C(=C\c2ccc3c(c2)OCO3)C(=O)NC1=S
12	93	O=C(OC1CCOC1=O)c1ccc2ncsc2c1 (stereo not drawn)
-16	nt	CCO/N=C(\c1nonc1N)N1CCOCC1
-13	nt	O=C(c1ccc(Br)cc1)N1CCN(c2ccc(Cl)cc2[N+](=O)[O-])CC1
2	nt	O=C(O)CN(c1cccc(Cl)c1)S(=O)(=O)c1ccccc1
-8	nt	CCOc1cccc(-c2cc(C(=O)Nc3nnc(C)s3)c3ccccc3n2)c1
6	99	CCOc1ccc(-c2nnc3ccc(SCC(=O)N4CCCCC4)nn23)cc1
2	nt	CC1CCC2(CC1)NC(=S)c1c(sc3c1CCC(C)C3)N2 (stereo not drawn)
10	nt	O=C(c1cc(F)c(F)cc1[N+](=O)[O-])N1CCOCC1
12	nt	COc1cc(/C=N\NC(=O)c2cccc(Cl)c2)ccc1OCCOCCOc1ccc(C)cc1
7	nt	COc1cc(C2Nc3ccccc3C(=O)N2Cc2ccccc2)ccc1O (stereo not drawn)
-1	nt	O=C(CSc1ncn(-c2ccccc2)n1)Nc1ccc2c(c1)OCO2
0	nt	Cc1nc2nc(-c3ccccc3)cn2nc1C
-2	80	O=C(CCSc1nc2cc(Cl)ccc2o1)N1CCOCC1
-3	nt	COc1ccc(C(=O)NC2CCC(CC3CCC(NC(=O)c4ccc(OC)c(OC)c4)CC3)CC2)cc1OC (stereo not drawn)
-7	70	NC(=O)C1CCCN(C(=O)Nc2cccc3ccccc23)C1 (stereo not drawn)
-3	70	N#CC1=C(N)OC2=C(C(=O)CCC2)[C@]12C(=O)N(CC(N)=O)c1ccccc12
-2	nt	O=C(NCCNc1ccc([N+](=O)[O-])cc1Cl)c1ccccc1F
2	134	Nc1cccc(C(=O)O)c1
2	nt	CCOC(=O)CNC(=O)c1cc(-c2ccccc2)nc2ccccc12
8	93	Cc1ccc(NCc2nnc(SCC(=O)Nc3ncc(C)s3)n2CC2CCCO2)c(C)c1 (stereo not drawn)
6	103	COc1ccccc1NS(=O)(=O)c1ccc(NC(=O)c2nc3ncccn3n2)cc1
nt	62	Cc1ccc2c(c1)NC(=S)CC(c1ccccc1)=N2
11	108	O=C1CC(NCc2ccccc2F)C(=O)N1c1ccccc1 (stereo not drawn)
-2	nt	CCOC(=O)c1c(NC(=O)C2C3CCC(C3)C2C(=O)O)sc(C)c1C (stereo not drawn)
-6	nt	c1ccc(C23CN4CCN(CC(C4)C2=N/N=C2\C4CN5CCN(C4)CC2(c2ccccc2)C5)C3)cc1
6	99	O=C(Nc1ccc2c(c1)OCO2)C1CCCN1C(=O)NCc1ccccc1 (stereo not drawn)
-1	nt	CNC(=S)N(C)/N=C/C(=O)c1ccccc1
9	107	N#CCCN(Cc1cccnc1)S(=O)(=O)c1ccc(S(=O)(=O)N2CCCCCC2)cc1
2	100	O=C(CC(NCCN1CCOCC1)C(=O)O)Nc1cccc(Cl)c1 (stereo not drawn)
10	96	Cn1c(=O)c(=O)n(C)c2cc(S(=O)(=O)CCC(=O)N3CCOCC3)ccc21
-4	nt	O=C(c1ccc(-c2ccccc2)cc1)N1CCN(C2CCN(Cc3ccccc3)CC2)CC1
7	nt	COc1cc(OC)cc(C(=O)N2CCN(C(c3ccccc3)c3ccccc3)CC2)c1
-2	93	CCCCN(Cc1ccccc1)C(=O)C1CCCN(S(=O)(=O)c2cnc[nH]2)C1 (stereo not drawn)
9	108	COCCCNc1oc(COc2ccc(Cl)cc2Cl)nc1C#N
nt	98	O=S(=O)(NCC1CCCO1)c1cc(Br)c(Br)s1 (stereo not drawn)
-4	74	Cc1nc(Nc2ccc(F)cc2)[nH]c(=O)c1CCC(C)C
0	95	CCn1c(C)nc2cc(S(=O)(=O)C(F)(F)C(F)C(F)(F)F)ccc21 (stereo not drawn)
-14	nt	COc1ccc(-c2cc3nc[nH]c(=O)c3s2)cc1
0	106	Cn1c(=O)[nH]c(=O)c2c1nc(N1CCOCC1)n2CC(O)COc1ccccc1 (stereo not drawn)
-4	nt	O=C(CCN1C(=O)c2cccc3cccc(c23)C1=O)NCc1ccco1
-1	nt	C=CCNC(=O)CN(c1ccc(OC)cc1)S(=O)(=O)c1ccc(C)cc1
4	112	CC1CCN(C(=O)c2cc3ccccc3o2)CC1
nt	102	Cc1ccc(-n2c(=O)cc(N3CCc4ccccc4C3)[nH]c2=O)cc1
-3	nt	CCCOc1ccc(C2Nc3cccc4cccc(c34)N2)cc1
-10	nt	Cc1ccc2c(C)nc(Nc3nc4ccccc4c(=O)[nH]3)nc2c1
5	85	CCCCc1cc(=O)oc2cc(C)cc(OCC(=O)O)c12
1	nt	COC(=O)c1c(C)oc2ccc(OCc3c(F)cccc3Cl)cc12
9	91&51	COc1ccc(C2C(=O)c3ccccc3C2=O)c(OC)c1

Other entries follow:
HePTP inhibitor	BAP1 block	structure
-8	61	CC(C)C(NC(=O)c1cccs1)C(=O)NC1=NCCS1 (stereo not drawn)
-7	nt	COc1c(Br)cc2c(cc(C)n2-c2ccccc2)c1OCC(O)CNC(C)C (stereo not drawn)
-4	91	O=C(Nc1nc2ccccc2s1)C1CCCO1 (stereo not drawn)
10	nt	Cc1csc(NC(=O)c2c(O)c3c(n(CC(C)C)c2=O)CCCC3)n1
0	nt	CN1CCN(C(=O)c2ccc(S(=O)(=O)N3CCOCC3)cc2)CC1
9	82	Cc1ccccc1-n1nc2c(c1NC(=O)c1cc3ccccc3oc1=O)CS(=O)C2 (stereo not drawn)
9	nt	O=C(CCCN1C(=O)c2ccccc2C1=O)NCc1ccco1
8	98	Cc1csc(NC(=O)CSc2nnc(-c3cccs3)n2C)n1
5	nt	N#Cc1ccc(/C=N/Nc2nc(-c3ccccc3)cs2)cc1
17	nt	O=C1N=c2ccccc2=C1c1c(O)n(-c2ccccc2)[nH]c1=O
8	nt	C=CCN1C(=O)CS/C1=N\N=C\c1cccc([N+](=O)[O-])c1
12	98	Cc1ccc(OCC(O)CN2CCN(CC(O)COc3ccc(C)cc3Cl)CC2)c(Cl)c1 (stereo not drawn)
-10	nt	Cc1sc(NC(=O)c2ccc3c(c2)OCO3)c(C(N)=O)c1C
0	68	COc1ccc(CN2C(=O)CN(C3CCCCCC3)C(=O)C2c2ccc(OC)c(OC)c2)cc1 (stereo not drawn)
-2	100	Cc1ccc2c(c1)NC(=O)C(CC(=O)NCCCN1CCCCC1)O2 (stereo not drawn)
11	103	O=C(O)C1C2C=CC(C2)C1C(=O)N1CCN(CCO)CC1 (stereo not drawn)
-6	nt	CC(C)(C)c1ccc(C(=O)Oc2ccc(/C=N/O)cc2)cc1
6	105	Cc1nc2c([nH]c3ccc(Br)cc32)s1
-5	96	COC(=O)COc1cccc(NC(=O)COc2ccccc2)c1
-2	nt	Cc1cc(C)c2nc3s/c(=C\c4ccc(-c5cc(C)c(C)cc5[N+](=O)[O-])o4)c(=O)n3c2c1
1	nt	CCN(CC)CCN1C(=O)C(O)=C(C(=O)/C=C/c2ccccc2)C1c1ccccc1[N+](=O)[O-] (stereo not drawn)
7	nt	CCc1ccc(N2C(=O)/C(=C/c3ccc(O)c(Cl)c3)C(=O)NC2=S)cc1
5	nt	Brc1cccc(-c2nc(-c3cccnc3)no2)c1
-3	nt	CN(C)c1ccc(-c2nnn(Cc3ccccc3Br)n2)cc1
2	nt	CC1CCN(c2oc(-c3cccc4ccccc34)nc2C#N)CC1
4	nt	S=C(c1ccccc1)N1CCN(c2cccc(Cl)c2)CC1
-2	128	COc1cc(S(=O)(=O)N2CCN=C2c2ccccc2)ccc1F
0	74	COC(=O)CSc1nc(N2CCOCC2)c2c(c1C#N)CC(C)(C)N(C)C2
11	nt	CCN1C(=O)/C(=C\C=C\c2cccc([N+](=O)[O-])c2)SC1=S
-2	nt	CCOC(=O)/C(=C\c1ccc(-c2ccc(S(N)(=O)=O)cc2)o1)C(C)=O
7	nt	O=S(=O)(c1ccc(Br)cc1)N1CCN(C/C=C/c2ccccc2)CC1
-5	136	COc1ccc(CN(C(C)=O)c2cccc(C)c2C)cc1
7	nt	COC(=O)c1ccccc1NC(=O)C1CC(=O)N(c2ccc(C)cc2)C1 (stereo not drawn)
4	nt	COc1ccc(N=C2SC(C(=O)N3CCN(c4ccc([N+](=O)[O-])cc4)CC3)CC(=O)N2C)cc1 (stereo not drawn)
2	nt	COc1ccc(C(=O)NCCSc2ccc(C)cc2)cc1OC
3	86	CC(NC(=O)Cc1cccs1)c1ccncc1 (stereo not drawn)
6	nt	O=C(Cn1c(=O)n(Cc2ccco2)c(=O)c2c3c(sc21)CCCC3)Nc1ccccc1
1	81	Cc1ccc(-c2nn(-c3ccccc3)cc2C2SCC(=O)N2Cc2ccccc2)o1 (stereo not drawn)
-4	nt	COc1ccc(CCNS(=O)(=O)c2ccc3ccccc3c2)cc1OC
5	nt	Cc1sc(NC(=O)c2cc(Cl)ccc2[N+](=O)[O-])nc1-c1ccccc1
8	nt	CN(C)c1ccc(C(=O)Nc2ccc(S(=O)(=O)NC3=NCCCCC3)cc2)cc1
12	57	CC(=O)NCCSCCNC(C)=O
-4	90	NC(=O)C1CC=CCC1C(=O)OCC(Cl)=C(Cl)Cl (stereo not drawn)
4	97	Cc1cnc(NC(=O)CSc2nnc(-c3ccc(Cl)cc3Cl)n2N)s1
6	nt	COC(=O)CN(c1ccccc1Br)S(C)(=O)=O
8	105	NC(=O)c1cnn(Cc2ccc(Cl)cc2)c1N
7	nt	CC(C)CNC(=O)C1CC(=O)N(c2ccc(Cl)cc2)C1 (stereo not drawn)
1	60	Cc1ccc(NS(=O)(=O)c2cccc(C(=O)OCC(=O)NCc3ccco3)c2)cc1
4	82	CCOC(=O)C1CCCN(C(=O)c2cn(CC)c3ccc(S(=O)(=O)N(C)C)cc3c2=O)C1 (stereo not drawn)
-15	nt	Cc1cc(NS(=O)(=O)c2ccc(NC(=O)c3cccc(Br)c3)cc2)no1
4	nt	CS(=O)(=O)N(CC(=O)Nc1ccc(Br)cc1)c1ccc(Cl)cc1
4	84	Clc1ccc(-c2nnc(SCc3nc(-c4ccccc4)no3)o2)cc1
8	123	CCSc1nnc(NC(=O)c2nn(C(C)C)c(=O)c3ccccc23)s1
12	108	N#Cc1cc2c(nc1SCc1cccnc1)CCC2
-8	nt	CC(C)(C)c1ccc(S(=O)(=O)N=C2C=CC(=O)C=C2)cc1
-1	nt	O=C(COc1ccccc1[N+](=O)[O-])N/N=C/c1ccc(OC(=O)c2cccc(F)c2)cc1
11	106	Cn1nnnc1SCCNCc1cccc2ccccc12
2	100	CCOC(=O)C1CCCc2c1[nH]c1c(C(=O)O)cccc21 (stereo not drawn)
